IP6K1 inhibitor – inhibitors of human IP6K1. Q92551. IP6K1 kinase, ADP-Glo luminescence, 2 h; active compounds read low. activity change, % (series mostly up to about 58 µM). 140,000 tested, 0.81% active; in the data active means activity change below about -25%
Target sequence (Q92551 whole entry, looked up): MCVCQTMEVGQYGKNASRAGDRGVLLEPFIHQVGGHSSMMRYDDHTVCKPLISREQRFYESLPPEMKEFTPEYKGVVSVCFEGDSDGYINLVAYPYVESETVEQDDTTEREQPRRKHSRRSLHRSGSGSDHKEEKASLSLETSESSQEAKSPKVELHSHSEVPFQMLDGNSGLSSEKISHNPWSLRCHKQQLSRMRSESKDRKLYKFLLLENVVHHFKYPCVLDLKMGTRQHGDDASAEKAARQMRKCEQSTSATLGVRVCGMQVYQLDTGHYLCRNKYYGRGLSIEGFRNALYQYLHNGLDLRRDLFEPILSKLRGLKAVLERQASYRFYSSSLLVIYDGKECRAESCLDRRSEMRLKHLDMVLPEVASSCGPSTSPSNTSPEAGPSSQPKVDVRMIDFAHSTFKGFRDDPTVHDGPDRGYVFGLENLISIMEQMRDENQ
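ADP-Glo luminescence measures ADP made by human IP6K1 during a 2 h RT reaction with ATP/IP6 (mix at 1.3 mM/130 uM); top library doses 57.5 and 19.1 uM final.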
HEK cytotox – HEK 293 cell cytotoxicity; AID 1345083; HEK 293 viability, ATP luminescence (CellTiter-Glo), 48-72 h; Potency, µM (titrated, usually from 115 µM), for inactives: top-dose activity change, negative = cytotoxicity, hits mostly inhibitors; 94,000 tested, 6.6% active; further: potency means the concentration at half of the fitted maximal effect; nearly all actives have a fitted effect of over 60% in size
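HEK 293 cells seeded at 250 cells/well were exposed to compound for 48 or 72 hr at 37 degree Celsius. Viability taken as ATP content by CellTiter-Glo luminescence.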
SNCA expr inhib – SNCA gene expression inhibition. HEK-293 SNCA-luciferase knock-in, luminescence, 24 h. Potency, µM (highest dose often 57.2 µM), for the others: at the highest dose activity change, negative = inhibition, hits mostly inhibitors. 140,000 tested, 0.17% active. AID 1671194;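 further: potency means the concentration at half of the fitted maximal effect; plate controls were DMSO cells for no effect and cell-free wells for full effect; nearly all actives have a fitted effect of over 45% in size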
HEK293 viab – cell viability loss counter-screen; HEK-293-SNCA-luc viability, GF-AFC fluorescence, 24 h; Potency, µM (series often up to 57.1 µM), for inactives: top-dose activity change, negative = cytotoxicity, actives largely listed as cytotoxic; 150,000 tested, 0.12% active; AID 1671193;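 further: potency means the concentration at half of the fitted maximal effect; 0% = DMSO-treated cells and -100% = medium-only wells without cells; nearly all actives have a fitted effect of over 30% in size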
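HEK-293-SNCA-luc cells (1500/well) plated 24 h, then exposed 24 h to a dilution series; GF-AFC added 30 min at 37C, fluorescence 405/540 nm; normalised to medium-only and DMSO wells, Hill fit.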
Luciferase inh – Photinus pyralis luciferase inhibition. Potency, µM (titrated, usually from 115 µM), without a hit: at the top dose activity change, negative = inhibition, usual class: inhibitors. AID 1347043. purified P. pyralis luciferase, luminescence, biochemical. 76,000 tested, 2.5% active; further: potency means the concentration at half of the fitted maximal effect; nearly all actives have a fitted effect of over 65% in size
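Biochemical qHTS: compound (6-point titration) added to 10uM D-luciferin plus 10uM ATP in Tris acetate pH 7.5 buffer with Mg, Tween-20 and BSA, then purified enzyme at 10nM; light output imaged.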
GPT2 inh – inhibitors of human GPT2 alanine aminotransferase; Potency, µM (highest dose often 57.7 µM), without a hit: at the highest dose activity change, negative = inhibition, hits mostly inhibitors; Recombinant GPT2, coupled pyruvate oxidase/HRP Amplex Red fluorescence; 100,000 tested, 0.25% active; Q8TD30; further: potency means the concentration at half of the fitted maximal effect; nearly all actives have a fitted effect of over 60% in size; many of its hits are not listed in these tables
Target sequence (Q8TD30 whole entry, looked up): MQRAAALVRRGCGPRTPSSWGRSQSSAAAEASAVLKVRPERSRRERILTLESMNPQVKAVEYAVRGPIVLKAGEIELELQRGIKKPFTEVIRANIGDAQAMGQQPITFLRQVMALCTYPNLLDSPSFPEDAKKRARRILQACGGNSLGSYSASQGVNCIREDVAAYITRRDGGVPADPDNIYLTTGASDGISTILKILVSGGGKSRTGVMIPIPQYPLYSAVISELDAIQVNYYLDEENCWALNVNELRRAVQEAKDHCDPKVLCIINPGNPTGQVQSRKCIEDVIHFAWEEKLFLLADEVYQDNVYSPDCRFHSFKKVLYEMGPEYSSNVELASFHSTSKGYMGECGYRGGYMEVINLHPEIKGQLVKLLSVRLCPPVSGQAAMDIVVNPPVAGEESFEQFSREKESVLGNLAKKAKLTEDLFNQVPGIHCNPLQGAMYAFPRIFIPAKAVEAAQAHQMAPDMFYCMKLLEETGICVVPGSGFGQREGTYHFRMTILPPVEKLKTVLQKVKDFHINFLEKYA
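Recombinant GPT2 (10ng/uL) with 250uM a-KG and 2mM L-alanine, 30 min at room temperature, in HEPES pH 7.5 buffer. Pyruvate detected by pyruvate oxidase/HRP/Amplex Red fluorescence after 30 min in the dark; AOA (50uM) as positive control.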
3T3 cytotox – kills NIH 3T3 cells. NIH 3T3 viability, CellTiter-Glo ATP luminescence, 48-72 h. Potency, µM (titrated, usually from 96.7 µM), for the others: top-dose activity change, negative = cytotoxicity, usual class: inhibitors. 94,000 tested, 4.3% active. AID 1345082; further: potency means the concentration at half of the fitted maximal effect; nearly all actives have a fitted effect of over 55% in size
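Cells were seeded at 400 per well, treated with pin-transferred compound, and kept 48 or 72 hr at 37 °C before CellTiter-Glo addition and luminescence imaging of cellular ATP.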
Active calls of the source: *; i = inactive; ? = inconclusive; . = no result given; & = joins results of further samples; [ ] = remark or other dose. Unless noted, the call rests on the fitted dose curve; in most records, active means well fitted curve in the direction sought with a large enough effect; inconclusive means small, poorly fitted or top-dose-only effect, or another doubt; inactive means no such curve, though single readings can be large; an effect the other way counts as inactive or inconclusive. Unless noted, on the % scale 0 is the no-effect control and ±100 the full control effect. Only part of the results is shown, so the mix of outcomes need not match the whole.

1. COc1ccc(NC(=O)N2CCCC(c3nc(C4CCOCC4)no3)C2)cc1 (stereo not given)
2. COc1ccc(CNC(=O)Cn2nc(C)c3sc(C(C)C)nc3c2=O)cc1
3. CC(C)C(=O)NC1CCCN(c2ccc3nnc(-c4ccccc4)n3n2)C1 (stereo not given)
4. COc1ccccc1C(=O)N[C@H]1[C@H](O)[C@H](O)C[C@@H]1c1ccc(C(F)(F)F)cc1
5. CCc1cccc(C)c1NC(=O)Cn1ccn2nc(-c3ccccc3)c(CO)c2c1=O
6. CNC(=O)c1cc(C2CC2)nc2c1c(C1CCN(C(=O)c3ccccc3F)C1)nn2C (stereo not given)
7. Cc1cc(C)n(C(C)CC(=O)Nc2cccc(C#N)c2)n1 (stereo not given)
8. CC(=O)c1cc(-c2ccc(F)cc2)n(CC(=O)NC2CCCCCC2)c1C

compound no.	1	2	3	4	5	6	7	8
IP6K1 inhibitor	-1	-2	-1	19	9	16	3	10
HEK cytotox	-24%	9%	-23%	?	?	-25%	.	.
SNCA expr inhib	-3%	-4%	.	0%[87.6 µM]	-4%	.	15%	-5%
HEK293 viab	-18%	-4%	.	-8%[87.6 µM]	5%	.	1%	-4%
Luciferase inh	-13%	?	.	-1%[172 µM]	7%	.	.	.
GPT2 inh	i	i	.	-7%[88.5 µM]	i	.	.	.
3T3 cytotox	?	0%	-31%	-23%[174 µM]	-7%	-15%	.	.

9. Cc1noc(C2CCCCN2C(=O)c2ccoc2)n1 (stereo not given)
10. O[C@@H]1CN(Cc2cccn2-c2ccccn2)CC[C@H]1c1ccc2c(c1)OCO2
11. COCCn1cnc2ccc(-c3ccc(F)c(Cl)c3)nc2c1=O
12. COc1ccc(C(=O)NCc2nnc3c(-c4nc(C(C)C)no4)cccn23)cc1F
13. CCC(CC)C(=O)Nc1cc(-c2cn3cccnc3n2)ccc1OC
14. C=CCOc1c(OC)ccc2c1CN(C1CCCC1)C(=O)CCN2CC(O)COc1ccccc1 (stereo not given)
15. COc1ccc(NC(=O)[C@@H]2C[C@@H](c3ccc(F)cc3)N([S+](=O)([O-])c3cccnc3)C2)c(C)c1
16. Cc1ccc(CNC(=O)C(=O)Nc2c3c(nn2-c2ccc(F)cc2)CSC3)cc1

compound no.	9	10	11	12	13	14	15	16
IP6K1 inhibitor	-11	40	5	4	-6	-4	-10	1
HEK cytotox	5%	?	-28%[172 µM]	i	.	?	?	.
SNCA expr inhib	6%	0%	35%[activator][87.6 µM]	-5%	4%	.	10%	10%
HEK293 viab	5%	-7%	-4%[87.6 µM]	0%	-9%	.	1%	1%
Luciferase inh	1%	6%	-5%[172 µM]	-2%	.	.	-15%	.
GPT2 inh	-8%	-11%[11.5 µM]	-3%[88.5 µM]	i	.	.	i	.
3T3 cytotox	i	?	?	3%	.	40µM*	?	.

17. COCC1CN(C2CCC2)CC12CCN(C(=O)c1cnc(C)cn1)CC2 (stereo not given)
18. Cc1nc([C@@H]2CN(C(=O)c3cccs3)C[C@H]2C(N)=O)n[nH]1
19. O=C(COC(=O)c1cc(-c2cccs2)nc2ccccc12)c1ccc(Cl)cc1
20. O=C(c1ccncn1)N1C[C@@H](COCC2CC2)[C@H](c2ccncc2)C1
21. Cc1c(C)c2c(cc(C)c3c(-c4ccc(Br)cc4)coc32)oc1=O
22. CC(=O)N1CCC(N(Cc2ccc(C)o2)C(=O)Nc2ccccc2F)CC1
23. O=C1NC2(CCCN([S+](=O)([O-])c3cccc(C(F)(F)F)c3)C2)COc2ccccc21 (stereo not given)
24. COc1ccc(F)cc1-c1cccc(C(=O)NCCNC(=O)c2cccc(Cl)c2)c1

compound no.	17	18	19	20	21	22	23	24
IP6K1 inhibitor	18	4	-24	-11	4	-11	11	19
HEK cytotox	?	i	.	-21%	.	.	2%	20µM*
SNCA expr inhib	0%	13%	-13%	6%	8%	15%	9%	?
HEK293 viab	-5%	2%	9%	4%	3%	-2%	-1%	-25%[12.5 µM]
Luciferase inh	10%	-1%	.	3%	.	.	0%	.
GPT2 inh	2%	i	.	i	.	.	?	3%
3T3 cytotox	-22%	i	.	-13%	.	.	-4%	?

4 entries from above in another layout:
21) Cc1c(C)c2c(cc(C)c3c(-c4ccc(Br)cc4)coc32)oc1=O
  IP6K1 inhibitor = 4
  HEK cytotox = .
  SNCA expr inhib = 8%
  HEK293 viab = 3%
  Luciferase inh = .
  GPT2 inh = .
  3T3 cytotox = .

22) CC(=O)N1CCC(N(Cc2ccc(C)o2)C(=O)Nc2ccccc2F)CC1
  IP6K1 inhibitor = -11
  HEK cytotox = .
  SNCA expr inhib = 15%
  HEK293 viab = -2%
  Luciferase inh = .
  GPT2 inh = .
  3T3 cytotox = .

18) Cc1nc([C@@H]2CN(C(=O)c3cccs3)C[C@H]2C(N)=O)n[nH]1
  IP6K1 inhibitor = 4
  HEK cytotox = i
  SNCA expr inhib = 13%
  HEK293 viab = 2%
  Luciferase inh = -1%
  GPT2 inh = i
  3T3 cytotox = i

20) O=C(c1ccncn1)N1C[C@@H](COCC2CC2)[C@H](c2ccncc2)C1
  IP6K1 inhibitor = -11
  HEK cytotox = -21%
  SNCA expr inhib = 6%
  HEK293 viab = 4%
  Luciferase inh = 3%
  GPT2 inh = i
  3T3 cytotox = -13%

(more compounds)
25. COCCN1CCC2(CCC1=O)CCN(S(=O)(=O)c1ccc3c(c1)OCCO3)CC2
26. CSc1ccc(-c2cccc(CN3CCC(N[S+](=O)([O-])c4cccs4)CC3)c2)cc1
27. Cc1ccc(C2(O)CCN(C(=O)c3cccc(-c4ncc[nH]4)c3)CC2)nc1
28. CCn1cc(CN2CCC(Oc3ccc4ccccc4c3)(C(=O)O)CC2)cn1
29. Cc1ncc2c(c1CNC(=O)c1cc(F)cc(Cl)c1)CCNC2
30. O=C(Cn1ncc2c3ccccc3n(Cc3cccc(Cl)c3)c2c1=O)NCCCc1ccccc1
31. COc1ccc(NC(=O)c2ccc(-c3nnc4ccc(NC(=O)C5CCC5)cn34)cc2)cc1
32. CCN(CC)CCNC(=O)c1ccc2c(=O)n3nc(Nc4ccccc4OC)sc3nc2c1

compound no.	25	26	27	28	29	30	31	32
IP6K1 inhibitor	28	18	10	70	16	22	-1	14
HEK cytotox	?	22µM*	-16%	-10%	-4%	.	?	.
SNCA expr inhib	40%[activator]	.	-12%	10%	-12%	9%	28%	-18%
HEK293 viab	-8%	.	4%	9%	-2%	4%	-5%	?
Luciferase inh	2%	.	11%	4%	-1%	.	-7%	.
GPT2 inh	i	.	-5%	3%	-8%	.	i	.
3T3 cytotox	-21%	13µM*	-17%	-11%	-22%	.	-4%	.

33. COc1ccc2oc(-c3cccc(NC(=O)c4sc5c([N+](=O)[O-])cccc5c4Cl)c3)nc2c1
34. O=c1cc(C2CC(NC3CCC4(CCNCC4)CC3)C2)nc(C2CC2)[nH]1 (stereo not given)
35. c1cncc(C2=NOC3(CCN(Cc4c[nH]c5ccccc45)CC3)C2)c1
36. COc1cccc([S+](=O)([O-])N2CCCC3(CC(Cc4ccccc4)=NO3)C2)c1 (stereo not given)
37. COc1ccc(C2(C(=O)NCc3ccc(C(F)(F)F)cc3)CCOCC2)cc1
38. CN(Cc1cnccn1)C(=O)c1cc(CN2CCC(Cc3ccccc3)CC2)on1
39. CC(=O)NC1CN(c2ccnc3ccnn23)C1
40. COc1cccc(CN2Cc3cc(NC(=O)c4ccc([N+](=O)[O-])cc4)ccc3OC(C)C2=O)c1OC (stereo not given)

compound no.	33	34	35	36	37	38	39	40
IP6K1 inhibitor	-4	-3	3	0	23	3	14	23
HEK cytotox	.	-5%	-2%	?	?	-35%	-11%[172 µM]	-29%
SNCA expr inhib	24%	-11%	-12%	-26%	.	2%	35%[activator][87.6 µM]	4%
HEK293 viab	5%	-10%	-10%	-20%	.	-12%	15%[87.6 µM]	-5%
Luciferase inh	.	-1%	.	6%	.	4%	.	-4%
GPT2 inh	.	?	2%	?	.	-51%	0%[88.5 µM]	0%
3T3 cytotox	.	3%	-9%	?	-24%	-29%	-9%[138 µM]	?

41. CN(C)c1ccc(CNC(=O)c2ccc3nc(Cc4ccccc4)oc3c2)cc1
42. CCCNC(=O)N1[C@H](c2ccc(C)s2)[C@@H](C)C(=O)[C@@H](C)[C@@H]1c1ccc(C)s1
43. O=C(NCCCc1ccccc1)c1n[nH]c2c1CN(C(=O)c1cc(F)ccc1F)CC2
44. COc1ccc(-c2ccc3ccccc3n2)c(OC)c1OC
45. Cc1ccc(Cl)cc1Nc1nn2c(=O)c3ccc(C(=O)NCc4cccs4)cc3nc2s1
46. Cc1ccc(NC(=O)Cn2c(C)cc(C)c(C#N)c2=O)cc1
47. CNC(=O)c1cc(C2CC2)nc2onc(C3CCCN3[S+](=O)([O-])c3cccs3)c12 (stereo not given)
48. Cc1ccc(O)c(CN2CCCC(c3nc(CC(C)C)no3)C2)c1 (stereo not given)

compound no.	41	42	43	44	45	46	47	48
IP6K1 inhibitor	31	2	17	20	7	-13	9	11
HEK cytotox	.	.	?	?	.	.	-11%	?
SNCA expr inhib	1%	-24%	?	58%[activator]	-7%	-33%	.	-11%
HEK293 viab	-2%	-16%	-8%	-20%	-9%	-4%	.	3%
Luciferase inh	.	.	.	?	.	.	.	9%
GPT2 inh	.	.	-13%	-4%	.	.	.	i
3T3 cytotox	.	.	?	?	.	.	-17%	?

49. CN1CCN(c2ccc(-c3nccc4c(=O)cc(N(C)c5ccccc5)oc34)cn2)CC1
50. COCCN1C(=O)[C@@H]2C[C@@H](CN2S(C)(=O)=O)Oc2ccccc21
51. O=C1NCc2ccccc2CC12CCN(CC1=CCCCC1)CC2
52. CC(C)C(=O)N1Cc2ccccc2CC2(CCCN(Cc3cccnc3)C2)C1 (stereo not given)
53. O=C(O)C[C@@H]1CCN(S(=O)(=O)c2ccccc2)C[C@@H]1CCN1CCN(c2cccc(C(F)(F)F)c2)CC1
54. COc1ccc(OC)c(-n2nnc(-c3nc(-c4ccc5c(c4)OCO5)no3)c2C)c1
55. COc1ccc(CNS(=O)(=O)c2cc3c(cc2Cl)NC(=O)CO3)cc1
56. NS(=O)(=O)c1cc(Cl)c(Cl)c(S(N)(=O)=O)c1
57. CC(=O)N1CCC(c2nnc3n2C(C(=O)Nc2ccc(C)cc2)CC3)CC1 (stereo not given)
58. Cc1ccc(S(=O)(=O)c2cn(CC(=O)Nc3cccc(Cl)c3)c3ccccc3c2=O)cc1

compound no.	49	50	51	52	53	54	55	56	57	58
IP6K1 inhibitor	-7	12	-2	-7	2	-1	1	27	3	-8
HEK cytotox	?	i	-22%	-10%	-6%	.	.	.	1%	.
SNCA expr inhib	123%[activator][87.6 µM]	19%[87.6 µM]	-20%	-8%	6%	1%	-2%	10%	5%	-11%
HEK293 viab	-29%[87.6 µM]	-4%[87.6 µM]	-9%	3%	-1%	-16%	3%	3%&3%	6%	?
Luciferase inh	?	2%[172 µM]	.	.	0%	.	.	.	.	.
GPT2 inh	-15%[88.5 µM]	-3%[88.5 µM]	i	i	-5%	.	.	-13%&-11%	5%	.
3T3 cytotox	?	i	3%	i	3%	.	.	.	-9%	.

High-throughput results: PubChem BioAssay, National Center for Advancing Translational Sciences (NCATS)
